Compound activity deposited in PubChem by The Scripps Research Institute Molecular Screening Center.
MITF inh – MITF inhibitors, primary screen, biochemical, AlphaScreen, human; inhibition, % at 2.6 µM; AID 1259374, 2018; 650,000 compounds, 0.91% hits; AlphaScreen MITF homodimerization, bead proximity signal; Microphthalmia-associated transcription factor (Homo sapiens), O75030; in the data active means inhibition above about 50%;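 further: 0% = vehicle wells with protein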
Target sequence (O75030 whole entry, looked up): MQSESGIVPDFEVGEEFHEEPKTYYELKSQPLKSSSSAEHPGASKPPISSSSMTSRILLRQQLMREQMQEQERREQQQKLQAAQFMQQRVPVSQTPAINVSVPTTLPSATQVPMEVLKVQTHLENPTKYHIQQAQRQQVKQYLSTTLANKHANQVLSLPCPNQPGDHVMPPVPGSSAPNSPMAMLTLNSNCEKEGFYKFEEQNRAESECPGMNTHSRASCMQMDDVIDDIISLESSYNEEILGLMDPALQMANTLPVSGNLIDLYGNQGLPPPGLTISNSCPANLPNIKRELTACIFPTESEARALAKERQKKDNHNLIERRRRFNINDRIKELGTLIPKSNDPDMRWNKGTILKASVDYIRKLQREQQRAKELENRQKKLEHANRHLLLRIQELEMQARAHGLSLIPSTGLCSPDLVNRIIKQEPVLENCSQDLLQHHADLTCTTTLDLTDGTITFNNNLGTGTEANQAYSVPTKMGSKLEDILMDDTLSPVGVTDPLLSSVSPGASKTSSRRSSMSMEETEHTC
GPR151 activ – activators of human GPR151, primary screen, cell-based, PathHunter beta-arrestin, luminescence; G-protein coupled receptor 151 (Homo sapiens), Q8TDV0; PathHunter beta-arrestin GPR151 cells; activation, % at 11.2 µM; 650,000 compounds, 1% hits; in the data active means activation above about 4.9%;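 further: 0% = median of compound wells and 100% = cells with positive control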
Target sequence (Q8TDV0 whole entry, looked up): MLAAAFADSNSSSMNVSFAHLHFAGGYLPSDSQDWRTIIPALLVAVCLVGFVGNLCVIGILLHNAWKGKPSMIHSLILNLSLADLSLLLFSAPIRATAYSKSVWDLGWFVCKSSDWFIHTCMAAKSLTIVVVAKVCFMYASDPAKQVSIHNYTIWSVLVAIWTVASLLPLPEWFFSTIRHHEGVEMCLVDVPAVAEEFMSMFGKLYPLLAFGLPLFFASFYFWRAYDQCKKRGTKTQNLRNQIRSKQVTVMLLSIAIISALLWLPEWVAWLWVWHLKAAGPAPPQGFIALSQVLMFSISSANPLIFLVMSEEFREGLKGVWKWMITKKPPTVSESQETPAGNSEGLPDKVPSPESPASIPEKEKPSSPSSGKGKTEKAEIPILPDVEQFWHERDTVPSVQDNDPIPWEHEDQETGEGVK
FBW7 activator – FBW7 E3 ligase activators, primary screen, biochemical, AlphaScreen, human; normalized activity (activation), % at 26.1 µM; 650,000 compounds, 0.13% hits; AID 1259310, 2017; AlphaScreen FBW7–phospho-cyclin E peptide binding, activator screen; F-box/WD repeat-containing protein 7 (Homo sapiens), Q969H0; in the data active means normalized activity above about 1.9%;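 further: purified mutant Fbw7 with reduced substrate affinity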
TEAD-YAP inh – TEAD-YAP interaction inhibition, primary screen, TEAD-YAP interaction inhibitor project, luminescence, HEK-TIYL cells | TEAD-Gal4/YAP UAS-luciferase luminescence | inhibition, % at 9.12 µM | 640,000 compounds, 1.4% hits; in the data active means inhibition above about 32%;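 further: 0% = median of test compound wells and 100% = reference inhibitor wells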
Active calls of the source: *. Rows are unselected; overall some 3.5% were active at least once.

compound	TEAD-YAP inh	GPR151 activ	FBW7 activator	MITF inh
O=C(c1ccccc1F)N(c1ccc(F)cc1)C1C=CS(=O)(=O)C1 (stereo not given)	0	0.6	-0.1	2
CCOC(=O)C(=O)Nc1nc(-c2ccccc2)c(-c2ccccc2)o1	15	1.1	0.2	8
CC(=O)N1CCN(Cn2nc3c4ccccc4ncn3c2=O)CC1	-6	0.2	-0.1	-9
Cc1nc2scc(-c3cccc(NC(=O)COc4ccc(F)cc4F)c3)n2c(=O)c1C	12	-0.2	0.8	6
COc1ccc(NC(=O)c2cccc(N3C(=O)C4CC=C(C)CC4C3=O)c2)c(OC)c1 (stereo not given)	-4	0.6	-0.2	-4
Cc1ccc(-c2c(N3CCC(C)CC3)c(=O)c2=O)cc1	5	-0.8	-0.5	-2
CCn1cnc2sc(C(=O)NCc3ccccc3OC)c(C)c2c1=O	-22	0.2	-0.1	-12
O=C(Nn1cnc2ccccc2c1=O)c1ccc(F)cc1Cl	-53	-0.9	0.2	21
Cc1c(-c2ccccc2)nc2ccccc2c1C(=O)NCc1ccc(Cl)cc1	5	0.1	0.1	8
CCOC(=O)C1CCN(C(=O)C2CC(=O)N(c3ccc(C)cc3)C2)CC1 (stereo not given)	-1	-0.1	0.0	-8

compound	TEAD-YAP inh	GPR151 activ	FBW7 activator	MITF inh
O=C1N/C(=N/N=C/c2ccccc2O)SC1c1ccccc1 (stereo not given)	-4	1.0	-0.3	10
CCC1(CC)OC(c2ccc([N+](=O)[O-])o2)Nc2ccccc21 (stereo not given)	26	-1.9	0.7	7
Cc1cc(OCC(=O)NC2CCCC2)cc(C)c1Cl	-9	-0.3	0.1	2
C/C(=N\NS(=O)(=O)c1ccc(C)cc1)C12CC3CC(CC(C3)C1)C2	3	4.7	0.2	4
CCCCN(CCCC)C(=O)c1cccc([N+](=O)[O-])c1	10	0.5	0.0	5
CCCc1nn(CC(=O)N(Cc2ccncc2)C2CC2)c(=O)c2cc3ccsc3n12	-1	-0.9	0.0	17
O=[N+]([O-])c1ccc(N2CCN(S(=O)(=O)c3ccc(Cl)cc3)CC2)cc1NCc1ccccc1	2	-1.7	-0.1	8
COc1ccc(Cc2cc(C(=O)NC(C)c3c(C)nn(C)c3C)on2)cc1 (stereo not given)	1	-0.4	0.0	-8
O=C(CN1CCC(n2nnc3cc(F)ccc32)CC1)Nc1ccccc1	7	0.4	0.0	3
COC(=O)C(F)(Sc1ccc(O)cc1O)C(F)(F)F (stereo not given)	6	0.0	0.0	6

Three entries from above, reformatted.
Under each structure – TEAD-YAP inh	GPR151 activ	FBW7 activator	MITF inh
- O=C1N/C(=N/N=C/c2ccccc2O)SC1c1ccccc1 (stereo not given)
  -4	1.0	-0.3	10
- CCC1(CC)OC(c2ccc([N+](=O)[O-])o2)Nc2ccccc21 (stereo not given)
  26	-1.9	0.7	7
- Cc1cc(OCC(=O)NC2CCCC2)cc(C)c1Cl
  -9	-0.3	0.1	2

Returning to the listing, starting two compounds before the break.
compound	TEAD-YAP inh	GPR151 activ	FBW7 activator	MITF inh
O=C(CN1CCC(n2nnc3cc(F)ccc32)CC1)Nc1ccccc1	7	0.4	0.0	3
COC(=O)C(F)(Sc1ccc(O)cc1O)C(F)(F)F (stereo not given)	6	0.0	0.0	6
NC(=O)CSc1nnc2n(Cc3ccccc3)c(=O)c3ccccc3n12	8	0.8	0.1	-2
CC1CN(c2nc3c(c(=O)[nH]2)CCN(c2cnccn2)C3)CC(C)O1 (stereo not given)	9	0.1	0.0	21
O=C(O)CCCC(=O)NNC(=O)c1ccccc1Cl	5	-0.1	0.3	-2
CC(C(=O)N1CCN(c2ccccn2)CC1)n1ncn2cccc2c1=O (stereo not given)	6	1.6	0.0	-9
O=C(c1ccc(N2CCC3(CC2)OCCO3)c([N+](=O)[O-])c1)N1CCC(Cc2ccccc2)CC1	-4	0.2	0.0	-6
CCOC(=O)c1c(CN2CCC(C)CC2)n(C)c2cc(Br)c(OC)cc12	-23	-1.2	0.4	-4
Cc1ccc(Nc2nc(C(=O)N3CCC(C(=O)NCCc4ccccc4)CC3)cs2)cc1	3	-1.2	0.1	-2
COc1ccccc1-n1c(SCC(=O)Nc2ccc(Cl)cc2)nc2[nH]ncc2c1=O	23	0.3	-0.1	0
CN1CCN(C(=O)c2cc3c(-c4ccc(Cl)cc4)nn(C)c3s2)CC1	0	0.2	0.1	4
CCSc1nc2ccccc2c(=O)n1CCCOC	6	3.1	-0.1	-3

compound	TEAD-YAP inh	GPR151 activ	FBW7 activator	MITF inh
Cc1nc(NC(=O)CSc2ccc(Cl)cc2)ccc1I	7	-1.0	-0.1	-9
CC(C)(C)c1cc(Cc2ccccc2)[nH]n1	-7	3.0	0.2	-6
CCN(CC)S(=O)(=O)c1cc(-c2nnc(Nc3ccc(OCC(N)=O)cc3)c3ccccc23)ccc1C	-3	1.4	-0.1	2
CC(NCc1ccccc1)c1cc(Cl)ccc1O (stereo not given)	1	1.5	0.1	7
COC(=O)c1ccc(/C=N/N2C(C)CCCC2C)cc1 (stereo not given)	-14	0.0	0.3	16
COc1ccccc1C(=O)Nc1cccc2nc(C)ccc12	10	-0.2	-0.1	-1
Cc1ccc(C)c(OC(=O)/C=C/c2ccc(S(=O)(=O)N3CCOCC3)cc2)c1C	5	1.3	0.0	0
COc1cccc(CNC(=O)CCCn2c(=S)[nH]c3ccsc3c2=O)c1	3	-0.9	0.1	3
CC(C(=O)NCCc1ccc(Cl)cc1)N1Cc2ccccc2C1=O (stereo not given)	8	0.8	0.2	6
O=S(=O)(/N=C(/c1ccccc1)N1CCCCCC1)c1ccc(F)cc1	14	1.1	0.1	-1

compound	TEAD-YAP inh	GPR151 activ	FBW7 activator	MITF inh
COc1ccc(CC(=O)Nc2ccc(-c3nc(C)no3)cc2)cc1OC	-2	0.5	-0.3	6
O=C(Nc1ccc(N2CCOCC2)cc1)c1cc(Br)ccc1Cl	-6	0.3	-0.1	-1
CCCOc1ccc(N2C(=O)CC(Nc3ccc(CCO)cc3)C2=O)cc1 (stereo not given)	16	-0.7	0.3	14
CCCc1cc(=O)[nH]c2nnc(SCC(=O)Nc3ccc(OC)cc3OC)n12	11	-0.9	0.0	14
Cc1ccc2[nH]c(=O)c(CN(CCO)C(=O)Nc3cccc(Cl)c3)cc2c1	7	-0.5	0.0	8
COC(=O)CCNC(=O)C1CCN(C2CCN(Cc3cccc(C)n3)CC2)CC1	6	-0.5	0.0	4
O=C(c1ccccc1F)N1CCN(C2CCN(Cc3ccccc3)CC2)CC1	5	0.1	-0.1	61*
COc1cc(C2CC(=O)N(CC(=O)Nc3ccccc3C)c3ccccc3S2)cc(OC)c1OC (stereo not given)	3	1.1	0.0	12
Cc1cc(C)n(CC(O)Cn2c(C)c(C)c3ccccc32)n1 (stereo not given)	-5	-0.2	-0.3	53*
CCc1ccc(C2C(C#N)=C(N)N(c3cccnc3)C3=C2C(=O)CCC3)s1 (stereo not given)	-9	-1.6	0.3	4

compound	TEAD-YAP inh	GPR151 activ	FBW7 activator	MITF inh
CCOc1ccc(C)cc1S(=O)(=O)NCc1ccccc1	4	-1.2	0.1	-9
CC(C)c1ccc(NC(=O)CSc2nnc(N)s2)cc1	-25	-0.2	0.0	-7
CCNc1oc(COc2ccc(Cl)cc2)nc1C#N	0	0.0	0.0	12
CCOc1ccc2nc(NC(=O)c3ccc([N+](=O)[O-])o3)sc2c1	-36	-0.1	-0.1	12
CCCN1C(=O)C(O)(CC(=O)c2ccc(Cl)s2)c2ccccc21 (stereo not given)	-2	-1.6	-0.2	5
CC(C)NC(=O)C(=O)Nc1ccc2c(c1)OCCO2	-46	-3.0	0.0	-17
Cc1ccc2[nH]c(=O)cc(C(=O)OCC(=O)c3cccc([N+](=O)[O-])c3)c2c1	8	1.2	0.2	10
CC1(C)CC(=O)C(C(C2=C(O)CC(C)(C)CC2=O)c2cccnc2)C(=O)C1 (stereo not given)	-7	-0.4	0.0	-9
CC(NC1CCN(c2ccc(C(=O)N3CCOCC3)cc2)CC1)c1nccs1 (stereo not given)	-7	0.7	0.0	-4
CNC(=O)c1sc2nc(C)cc(C)c2c1-n1cccc1	-9	0.0	0.0	15

compound	TEAD-YAP inh	GPR151 activ	FBW7 activator	MITF inh
CC(C)(C)SCCNC(=O)CN(c1cccc2ccccc12)S(C)(=O)=O	4	1.4	0.1	6
CCOC(=O)c1sc2ncnc(Nc3cccc(C(=O)O)c3)c2c1C	-4	-0.5	0.0	-7
O=C(c1cc(-c2cccc(O)c2)on1)N1CCc2ccccc2C1	11	-0.6	-0.1	12
CCOc1ccccc1CNC(=O)c1ccc(N2CCCC2=O)cc1	-9	-1.7	0.1	2
Cc1c(CNC2CCCCCCC2)c(C(=O)O)c(C)n1Cc1cccc(Cl)c1	4	-0.4	-0.3	7
O=C(Nc1ccccc1I)c1ccc(Cl)cc1Cl	12	-0.5	0.2	5
CCc1ccc(Cn2nnc(C(=O)NCc3ccc(Cl)cc3Cl)c2N)cc1	3	0.0	0.0	8
O=C(Cn1cc2c(n1)CCCCC2)NCc1ccccc1Cl	-4	0.7	0.0	4
C=CCn1c(=O)/c(=C/c2ccc(OC)c(O)c2)s/c1=C(/C#N)c1nnc2n1CCCCC2	-3	3.4	-0.4	0
O=C(Nc1ccc2c(c1)OCCO2)c1ccc(Br)s1	27	-1.4	0.1	2

compound	TEAD-YAP inh	GPR151 activ	FBW7 activator	MITF inh
Cc1ccc(NC(=O)Cc2ccc(F)cc2)cc1C	-35	-1.0	0.1	5
O=c1[nH]c(N/N=C/c2ccc(O)cc2O)nnc1Cc1ccccc1	8	-1.2	-0.4	104*
O=C1CC(NCc2ccc3c(c2)OCO3)C(=O)N1c1ccccc1 (stereo not given)	9	0.0	-0.1	19
CCOC(=O)c1c(NC(=O)CSc2nc3ccccc3s2)sc2c1CCC2	3	0.8	0.1	-7
O=C(Nc1nnc(-c2ccccc2Cl)o1)c1cccc([N+](=O)[O-])c1	3	-1.3	0.6	2
Cc1nn(C(C)C(=O)N2CCCC2)c(=O)c2cc3sccc3n12 (stereo not given)	-5	0.3	0.1	9
Cc1cc(I)ccc1NC(=O)COc1ccccc1C	-1	-1.2	0.1	15
N#Cc1ccccc1OCC(=O)NNC(=O)CNC(=O)c1cccc(Cl)c1	7	3.1	0.0	1
CN(C)C(=O)c1ccc(NC(=O)c2ccccc2-c2ccccc2)cc1	-3	-0.7	-0.1	0
COc1cccc(C2CC(c3ccc(F)cc3)n3ncnc3N2)c1 (stereo not given)	1	1.0	0.0	19

compound	TEAD-YAP inh	GPR151 activ	FBW7 activator	MITF inh
O=C(NCC1(c2cccs2)CCCCC1)C1COc2ccccc2O1 (stereo not given)	-8	0.1	0.0	11
CCc1ccc(NC(=O)Cn2cnc3c(nnn3Cc3ccc(F)cc3)c2=O)cc1	-1	0.6	0.1	-1
O=C(CCCn1c(SCC(=O)NCc2ccccc2)nc2ccccc2c1=O)NCc1ccco1	5	2.4	0.0	2
COC(=O)c1ccc(CN(Cc2ccc(OC)c(OC)c2)S(=O)(=O)c2cc(OC)ccc2OC)cc1	4	0.4	0.7	4
CCOCC(=O)N1CCC(c2ccc(OC)cc2)C1 (stereo not given)	6	-0.4	-0.2	8
O=C1CCCN1CCCNc1cc(NC2CC2)ncn1	-5	3.7	0.8	14
O=C(CSc1cccc[n+]1[O-])c1ccc2ccccc2c1	-52	0.1	0.0	-4
CCOC(=O)C(=O)Nc1c(C(=O)Nc2ccccc2OC)oc2ccccc12	2	-0.4	-0.1	-1
O=C(Cc1cccc(F)c1)NCCn1nc(-c2cccs2)ccc1=O	-1	-0.4	0.2	-5
COc1ccc(Cn2c(=S)[nH]c3cc(C(=O)NCc4ccc(Cl)cc4)ccc3c2=O)cc1	7	1.1	-0.1	-8

compound	TEAD-YAP inh	GPR151 activ	FBW7 activator	MITF inh
CC(C)(C)NC(=O)NC(=O)CN1C(=O)c2ccc([N+](=O)[O-])cc2C1=O	-4	-1.0	0.0	-4
CN(Cc1nnnn1C1CCCCC1)C1CCCCC1	8	0.6	1.3	10
CCOC(=O)c1cccc(NC(=O)C2CCN(S(=O)(=O)c3c(C)noc3C)CC2)c1	2	-1.1	0.1	4
Cc1nc(NCCCO)cc(-c2ccccc2F)n1	-39	-0.3	0.8	19
COc1ccc(-c2n[nH]c(=S)n2N)cc1OC	-5	0.0	-0.2	-14
CCCN(CCC)CC(=O)Nc1sc2c(c1C(=O)OCC)CCCCC2	1	0.5	0.0	1
CCCOC(=O)Nc1cc(C)ccc1C	0	1.5	0.0	4
Cc1ccc(NCCCCN2C(=O)c3ccccc3C2=O)cc1	-1	0.0	-0.1	6
CCc1ccc(C2C=C(c3ccc(Cl)cc3)Nc3ncnn32)cc1 (stereo not given)	-9	-1.6	-0.1	2
CN(C)CCN=Cc1c(O)n(Cc2ccc3c(c2)OCO3)c(=O)c2ccccc12	0	-1.1	-0.2	6
CC(=O)N=c1c(C#N)cc2c(=O)n3ccccc3nc2n1Cc1ccccc1	12	0.4	0.2	-18
